# Compound activity as filed in PubChem.
# PKM2 act – increases activity of human pyruvate kinase M2; purified PKM2, Kinase-Glo ATP luminescence, activation; response scale: 0% is enzyme alone, no compound; Potency, µM (series often up to 57.5 µM), inactives show at the top dose activation, most hits filed as activators; P14618; hit rate 0.34% among 260,000; note: potency is the fitted concentration of half-maximal effect; % is set by controls: 0 for no effect and ±100 for the full control effect; nearly all actives have a fitted effect of over 55% in size
#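 Purified hPK-M2 (>95% pure) converted ADP (0.1 mM final) to ATP with 0.5 mM PEP in 50 mM imidazole pH7.2, KCl, MgCl2, Tween 20, BSA; 1 h at room temperature. ATP detected by Kinase-Glo luminescence.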
# BRCA1 expr up – activators of BRCA1 expression; MCF7-BRCA1-FFLuc reporter, luminescence, 48 h; response scale: scaled: vehicle 0%, 10 µM genistein 100%; hit rate 1.1% among 380,000; AID 624202; Potency, µM (doses to about 46.1 µM), without a hit: top-dose activation, actives largely listed as activators; note: potency is the fitted concentration of half-maximal effect; nearly all actives have a fitted effect of over 80% in size; some results filed as inactive show a strong effect at the top dose
#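 Using MCF7 cells harboring a BRCA1 firefly luciferase reporter, plated 2 h before compound pinning, the screen measured luminescence after 48 h incubation. Responses were normalized to DMSO and 10 microM genistein, then fitted for concentration-effect.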
# VP16 counter – Gal4-VP16 reporter inhibition counter-screen | Drosophila S2 Gal4-VP16 UAS-luciferase, luminescence, 20 h | Potency, µM (titrated, usually from 53.6 µM), without a hit: top-dose activity, negative = inhibition, actives largely listed as inhibitors | hit rate 3.5% among 310,000 | AID 2546;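 note: Gal4-VP16 expression switched on by copper sulfate through the metallothionein promoter; potency is the fitted concentration of half-maximal effect; % is set by controls: 0 for no effect and ±100 for the full control effect; nearly all actives have a fitted effect of over 50% in size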
# Rab9 prom act – activates the Rab9 promoter; Huh7 Rab9 promoter-luciferase reporter, luminescence, 24 h; Potency, µM (top dose mostly 9.22 µM), inactives show at the highest dose activation, negative = inhibition, hits mostly activators; hit rate 2.8% among 320,000; AID 485297; note: potency is the fitted concentration of half-maximal effect; % of control where 0% means no effect; nearly all actives have a fitted effect of over 60% in size
#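 Huh7 reporter line, Rab9 promoter upstream of luciferase. Compound exposure 24 h at 37 °C in reduced-serum medium with 10% FBS. Read-out: luminescence.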
# ELG1 genotox – inducers of genotoxicity in HEK293T ELG1-luciferase cells | HEK293T ELG1-luciferase reporter, luminescence, 16 h | Potency, µM (titrated, usually from 46 µM), inactives show at the highest dose activity change, positive = activation, usual class: activators | hit rate 1.3% among 330,000; note: potency is the fitted concentration of half-maximal effect; % of control where 0% means no effect; nearly all actives have a fitted effect of over 60% in size
#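 ELG1-luciferase HEK293T cells, 2,000/well; compound pinned in; 16 hr, 37 °C, 5% CO2; ONE-Glo, 30 min RT; luminescence on CCD imager.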
# Giardia killer – kills Giardia lamblia | Giardia lamblia trophozoite viability | activity change, % at 7.66 µM, hits read low | hit rate 0.15% among 340,000; in the data active = activity change below about -80%; inconclusive = between about -30% and that limit;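 note: parasites exposed to compound for two days anaerobically before the ATP read; % is set by controls: 0 for no effect and ±100 for the full control effect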
#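 Anaerobic 48 hrs incubation at 37 deg C of 100 trophozoites/well with test compounds; ATPLite 1-Step luminescence, 15-30 min RT, reports cellular ATP as viability.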
# p53 reactivation – mutant p53 re-activation in reporter cells; H1299 p53-A138V BP100-luciferase reporter, luminescence, 24 h; Potency, µM (top dose mostly 92.2 µM), without a hit: top-dose activity change, positive = activation, actives largely listed as activators; hit rate 0.063% among 320,000; AID 504706; note: potency is the fitted concentration of half-maximal effect; % of control where 0% means no effect; nearly all actives have a fitted effect of over 45% in size
#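 H1299 (p53-null), stable ts p53-A138V + BP100-Luc; 1000 cells/well, Opti-MEM/10% FBS; cpd 4 pt, 1:5; 24 h, 37 deg C, 5% CO2; detection reagent 10 min RT; luminescence.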
# NPC1 prom act – NPC1 promoter activation | Huh7 NPC1 promoter luciferase reporter, 24 h | AID 485313 | hit rate 2.4% among 320,000 | Potency, µM (doses to about 9.22 µM), for the others: at the top dose activation, usual class: activators;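 note: potency is the fitted concentration of half-maximal effect; % of control where 0% means no effect; nearly all actives have a fitted effect of over 60% in size; reporter is driven by a mutant NPC1 promoter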
#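 NPC1 promoter–luciferase Huh7 cells; 24 h compound; luminescence.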
# RORg inh – ROR gamma (mouse) transcription inhibition. P51450. Drosophila S2 Gal4-RORgamma UAS-luciferase reporter, 20 h. Potency, µM (titrated, usually from 53.6 µM), for the others: at the top dose activity change, negative = inhibition, actives largely listed as inhibitors. hit rate 5.4% among 310,000. AID 2551; note: potency is the fitted concentration of half-maximal effect; % is set by controls: 0 for no effect and ±100 for the full control effect; nearly all actives have a fitted effect of over 60% in size
# Target sequence (P51450 whole entry, looked up, the tested form may be a part): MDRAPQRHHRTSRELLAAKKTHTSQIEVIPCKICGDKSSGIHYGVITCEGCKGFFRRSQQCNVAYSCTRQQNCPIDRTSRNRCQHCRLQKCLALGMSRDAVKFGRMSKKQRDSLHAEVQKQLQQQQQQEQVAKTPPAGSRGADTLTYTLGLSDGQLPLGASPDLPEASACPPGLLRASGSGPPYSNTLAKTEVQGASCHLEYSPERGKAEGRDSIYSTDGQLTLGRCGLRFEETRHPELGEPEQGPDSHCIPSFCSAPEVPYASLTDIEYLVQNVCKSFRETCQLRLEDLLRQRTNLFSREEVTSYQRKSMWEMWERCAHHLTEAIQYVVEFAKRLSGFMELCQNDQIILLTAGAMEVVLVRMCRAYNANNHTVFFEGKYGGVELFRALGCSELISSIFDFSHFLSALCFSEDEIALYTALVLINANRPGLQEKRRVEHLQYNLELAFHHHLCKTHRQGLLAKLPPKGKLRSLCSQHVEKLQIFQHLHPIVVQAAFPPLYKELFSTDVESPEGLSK
#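 Read-out: Photinus luciferase luminescence; inhibitors lower reporter signal. Insect Schneider cells with Gal4-ROR gamma fusion under metallothionein promoter, UAS reporter; 700 uM final copper sulfate induction, 20 hr, ambient temperature.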
# Menin-MLL TR inh – displaces Texas Red mutant MLL peptide from human menin; Menin + Texas Red MLL mutant peptide, fluorescence polarization; hit rate 0.23% among 270,000; Potency, µM (titrated, usually from 61.6 µM), inactives show at the top dose FP activity change, negative = inhibition, usual class: inhibitors; active = well fitted inhibition curve with a large enough effect in the polarisation, with a control signal flat, not every such curve was filed as active; inconclusive = small, poorly fitted or top-dose-only effect, or effect the other way, or a change in a side signal; inactive = no such curve, though single readings can be large or run the other way; the % refers to the polarisation; note: potency is the fitted concentration of half-maximal effect; % of control where 0% means no effect; many of its hits are not listed in these tables
# FLuc modulator – firefly luciferase modulation, counter-screen for miR-21 project | Potency, µM (doses to about 57.5 µM), for inactives: top-dose activity change, negative = inhibition, actives largely listed as inhibitors | P08659 | hit rate 6.9% among 360,000 | purified FLuc, Km substrates, luminescence inhibition;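 note: potency is the fitted concentration of half-maximal effect; plate controls were vehicle for no effect and reference inhibitor for full effect; nearly all actives have a fitted effect of over 55% in size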
# Target sequence (P08659 whole entry, looked up): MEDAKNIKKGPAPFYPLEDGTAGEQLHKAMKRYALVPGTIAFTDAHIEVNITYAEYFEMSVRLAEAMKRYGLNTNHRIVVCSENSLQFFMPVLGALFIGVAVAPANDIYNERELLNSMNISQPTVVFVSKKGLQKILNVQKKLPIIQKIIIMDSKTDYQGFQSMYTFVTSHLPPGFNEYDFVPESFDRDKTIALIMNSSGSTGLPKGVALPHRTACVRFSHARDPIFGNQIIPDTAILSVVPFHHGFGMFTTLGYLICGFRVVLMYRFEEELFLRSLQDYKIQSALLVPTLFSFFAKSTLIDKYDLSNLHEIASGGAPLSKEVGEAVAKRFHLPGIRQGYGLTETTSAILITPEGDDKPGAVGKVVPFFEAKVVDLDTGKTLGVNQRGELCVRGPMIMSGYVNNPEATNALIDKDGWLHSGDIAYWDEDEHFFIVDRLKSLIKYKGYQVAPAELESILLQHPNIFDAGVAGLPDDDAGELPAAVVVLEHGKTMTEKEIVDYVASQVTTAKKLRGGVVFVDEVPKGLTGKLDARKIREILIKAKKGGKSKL
#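 Purified P. pyralis luciferase, 10 nM final, with Km-level 10 uM D-luciferin and 10 uM ATP in 50 mM Tris acetate pH 7.5, 10 mM Mg acetate, 0.01% Tween-20, 0.05% BSA; 6-point qHTS titration about 60 µM downward; luminescence read.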
# * marks the source's active call; other numbers are inactive results; ? = inconclusive; / = not tested or not shown; [ ] = another dose, or the depositor's remark. Unless noted, calls come from the whole dose curve; as a rule, active = well fitted curve in the direction sought with a large enough effect; inconclusive = small, poorly fitted or top-dose-only effect, or another doubt; inactive = no such curve, though single readings can be large; an effect the other way counts as inactive or inconclusive. The list is partial (hit frequency here may not be typical).
SMILES,PKM2 act,BRCA1 expr up,VP16 counter,Rab9 prom act,ELG1 genotox,Giardia killer,p53 reactivation,NPC1 prom act,RORg inh,Menin-MLL TR inh,FLuc modulator
COCCC(C(=O)Oc1c(C(C)(C)C)cc(C)cc1C(C)(C)C)c1ccccc1 (configuration not stated),/,15.9%,/,1.3%,1.2%,-13.1,11.3%,-3.4%,/,/,3.6%
Cc1cc(C)cc(NC(=O)CN2CCN(CCN=CC3=C(O)CC(C)(C)CC3=O)CC2)c1,-4.4%,-8.0%,-8.8%,1.9%,0.6%,-23.4,-0.5%,1.0%,?,7.3%,0.3%
CC(/C=N\NC(=O)c1ccc2c(c1)OCO2)c1ccccc1 (configuration not stated),3.9%,30.4%,/,-2.2%,1.0%,-27.7,/,-0.6%,/,-16.3%,?
CCCCN(CCCNC(=O)c1ccc2nc(N3CCOCC3)sc2c1)Cc1ccccc1,-3.8%,0.4%,-0.2%,-6.6%,-2.6%,0.4,?,-2.9%,?,-5.9%,2.1%
CCN(CC)CCn1c2c(c(SCC(=O)Nc3nc(C)cs3)nc1=O)CCC2,/,-38.1%,/,2.6%,-3.5%,-2.8,6.9%,-0.3%,/,/,-0.8%
CCCCN1C(=O)/C(=C2/Sc3ccccc3N2C)S/C1=N\c1ncn[nH]1,3.0%,-61.6%,-7.2%,-4.1%,7.9%,-1.5,-3.6%,0.5%,4.5%,-3.9%,-18.2%
CC(CN1C(C)CCCC1C)OC(=O)c1ccccc1Cl (configuration not stated),1.8%,17.4%,-1.0%,-9.5%,-2.0%,-0.2,3.3%,0.8%,-11.0%,-3.2%,-0.6%
Cc1c(C)[n+](=O)c2c(n1[O-])C(Br)CCC2Br (configuration not stated),2.6%,2.2%,-4.9%,2.7%,3.4%,-10.7,0.5%,2.2%,7.0%,/,5.4%
COc1ccc(N2CCN(Cc3oc(CO)cc(=O)c3O)CC2)cc1,2.4%,-13.3%,12.0%,0.0%,-0.7%,-18.5,-3.5%,-2.3%,-15.1%,/,0.0%
Cc1onc(-c2ccccc2Cl)c1C(=O)OCN1C(=O)c2ccccc2C1=O,3.4%,-13.4%,-3.7%,0.3%,-2.9%,0.9,0.0%,-4.2%,3.6%,-2.5%,9.3%
O=c1cc(O)n(Cc2ccc(F)cc2)c(=O)[nH]1,/,3.9%,-3.2%,0.1%,-1.4%,14.7,-2.8%,?,23.9%,?,0.8%
CCOCc1c(C(=O)N2CCN(Cc3ccc(Br)s3)CC2)oc2ccccc12,/,-25.3%,/,-5.2%,-7.7%,-21.5,-4.3%,-2.8%,/,/,/
CCN(CC)c1ccc(S(=O)(=O)N2CCOCC2)cc1NC(=O)COC(=O)/C=C/c1ccc(C)o1,/,-6.5%,/,1.6%,-12.5%,1.4,-11.4%,1.7%,/,/,2.1%
CC(=O)Nc1ccc(NS(=O)(=O)c2ccc(CN3C(=O)c4cccnc4C3=O)cc2)cc1,/,24.4%,4.9%,5.1%,0.8%,-1.0,6.7%,1.1%,-7.0%,16.1%,-0.1%
O=S(=O)(c1ccccc1)N1CCN(C(=S)NC2CCCC2)CC1,4.4%,-29.1%,-6.9%,0.7%,-4.7%,5.5,-5.8%,-2.1%,0.0%,/,5.0%
O=C1/C(=C\c2cccnc2)SC(=S)N1c1ccc(F)cc1,2.1%,-0.6%,-6.0%,-0.7%,5.4%,-6.7,-0.8%,-3.4%,14.9%,-10.6%,5.8%
CN(C)Cc1c(O)ccc2ccccc12,-1.5%,-7.9%,-0.6%,4.9%,-4.9%,-10.3,1.0%,-5.3%,-29.9%,/,0.9%
CSC1=NCCN1C(=O)c1c(-c2c(F)cccc2Cl)noc1C,-2.0%,2.9%,-5.7%,0.9%,-2.2%,19.7,-0.7%,0.5%,13.3%,/,1.7%
Cc1ccc(SCCC(=O)N2CCN(S(=O)(=O)c3ccccc3)CC2)cc1,/,-27.1%,/,4.5%,-8.6%,4.4,-5.2%,0.5%,/,/,7.4%
O=C(CSc1nnc(CNc2ccc(F)cc2)n1Cc1ccco1)N1CCOCC1,-4.8%,-19.0%,-4.7%,0.3%,-3.5%,3.1,-3.4%,4.5%,-11.6%,-13.7%,-1.9%
CC(C)CN(C(=O)/C=C/c1nc2ccccc2s1)C1CCS(=O)(=O)C1 (configuration not stated),/,-1.3%,/,3.1%,-14.7%,3.3,-2.8%,-3.5%,/,/,-2.4%
O=C(c1ccccc1Cl)N1CCn2c1nc1ccccc12,14.1%,-3.9%,9.6%,-6.2%,-2.2%,-0.7,1.4%,-4.3%,-1.8%,-12.0%,4.8%
COc1ccc(CN2C(=O)NC(C)(c3ccc(C)cc3)C2=O)cc1F (configuration not stated),-5.0%,0.0%,-0.5%,-0.1%,-4.1%,13.5,-1.6%,1.8%,32.3%,-3.8%,5.6%
CCN(CC)C(=O)Nc1ccccc1C,2.0%,-3.7%,5.8%,2.7%,0.6%,10.7,0.9%,0.2%,0.1%,0.0%,-1.0%
Cc1c(C(=O)NCc2cccs2)oc2ccccc12,-11.2%,45.0%,?,14.4%,?,7.5,12.5%,5.7%,8.0%,-2.8%,?
Cc1cc2oc(=O)cc(-c3cc4ccccc4o3)c2cc1O,/,-5.2%,-0.8%,3.5%,0.3%[9.26 µM],40.9[activator],6.8%,-2.2%,28.3%,?,0.1%
CCOC(=O)C1CCCN(C(=O)c2ccc(CNS(=O)(=O)c3ccc(C)cc3)cc2)C1 (configuration not stated),0.6%,-3.3%,-12.9%,4.7%,-5.1%,-8.9,-0.2%,-1.2%,1.6%,0.6%,-2.2%
CCCn1c(-c2cccs2)nc2ccccc21,16.9%,35.4%,17.8µM*,10.9%,-4.6%,-5.9,-2.2%,-18.1%,4.47µM*,-0.6%,-19.2%
CCOc1ccccc1COC(=O)c1cccc(-n2cnnn2)c1,-3.0%,7.9%,-0.3%,0.2%,-1.6%,-0.3,-3.5%,-4.0%,6.4%,9.7%,-1.7%
COc1cccc(N2CC(=O)N(c3cccc(OC)c3)CC2=O)c1,3.9%,9.6%,1.7%,1.0%,0.9%,3.8,7.9%,-3.1%,-17.3%,5.5%,0.4%
COc1ccc(C2C3=C(CCCC3=O)Nc3n[nH]c(C)c32)cc1OC (configuration not stated),-2.8%,-6.2%,3.9%,-18.8%,2.8%,14.9,0.6%,-1.2%,17.8%,/,0.8%
O=C(COc1ccccc1)NCC(c1cccs1)N1CCOCC1 (configuration not stated),-4.2%,2.9%,22.5%,1.4%,0.5%,-0.4,-5.7%,-0.9%,-4.3%,4.1%,2.6%
COc1ccc(NC(=O)C23CC4CC(C2)CC(c2ccccc2)(C4)C3)c(OC)c1,11.4%,-33.4%,?,-4.3%,-1.7%,31.8[activator],21.1%,-4.6%,?,-0.2%,-1.1%
COc1cc(OC)c(CN2CCc3c([nH]c4ccccc34)C2)cc1Br,-5.3%,-13.6%,1.3%,-4.7%,0.4%,6.6,/,0.4%,15.5%,-1.7%,3.5%
C=CCNC(=O)CCCc1ccccc1,1.6%,16.7%,4.6%,0.4%,6.9%,-1.0,9.1%,6.0%,16.9%,0.4%,-0.5%
CN1/C(=C\C=C(C#N)C#N)C(C)(C)c2ccccc21,-15.6%,-1.2%,2.5%,20.8%,5.1%,19.7,0.3%,-7.2%,-0.6%,?,1.0%
CC(C)(C)n1nc2c(c1NC(=O)Cc1ccc(F)cc1)CSC2,0.9%,-12.2%,-1.1%,-7.4%,4.8%,-12.1,-2.1%,0.9%,-20.3%,10.3%,0.4%
CS(=O)(=O)Cc1ccc(C(=O)Nc2cccc(-c3nc4ccccc4[nH]3)c2)cc1,-4.2%,8.3%,-15.5%,18.4%,-18.6%,-10.7,-13.0%,13.8%,26.5%,?,13.5µM*
Cc1ccc(C(=O)COC(=O)c2ccc(Cl)c(N)c2)s1,/,3.6%,/,3.16µM*,13.8%,13.8,?,?,/,/,1.35µM*
O=C(CCCCCn1c(=O)[nH]c2ccsc2c1=O)NCc1cccs1,0.0%,-10.6%,/,-6.4%,-2.6%,21.6,8.0%,-5.2%,19.7%[0.365 µM],-10.7%,3.0%
COc1ccc(-n2c3c(c(=O)[nH]c2=O)C(NS(=O)(=O)c2ccc(Cl)cc2)(C(F)(F)F)C(=O)N3)cc1 (configuration not stated),-3.0%,0.0%,-3.9%,0.0%,-1.4%,-17.0,0.3%,0.8%,11.4%,/,-0.7%
CC1CCCC(C)N1/N=C/c1cc(Br)cc(Br)c1O (configuration not stated),0.3%,-37.4%,?,1.4%,1.8%,25.1,-12.6%,2.5%,-153.5%,?,-16.1%
